# Pin1 inhibitor = qHTS Assay to Find Inhibitors of Pin1; 390,000 tested, 0.009% active; Peptidyl-prolyl cis-trans isomerase NIMA-interacting 1 (Homo sapiens), Q13526; Pin1 FP peptide displacement, HiFluor488, 10 min; Potency, µM (doses to about 115 µM), inactives show top-dose activity, negative = inhibition, hits mostly inhibitors; active = well fitted inhibition curve with a large enough effect in the polarisation, with a control signal flat, not every such curve was filed as active; inconclusive = small, poorly fitted or top-dose-only effect, or effect the other way, or a change in a side signal; inactive = no such curve, though single readings can be large or run the other way; the % refers to the polarisation; note: potency is the fitted concentration of half-maximal effect
# BAZ2B inh = qHTS Assay for Inhibitors of BAZ2B; AlphaScreen BAZ2B-H3K14Ac peptide displacement; 360,000 tested, 4.4% active; Potency, µM (highest dose often 114 µM), for the others: at the highest dose activity change, negative = inhibition, hits mostly inhibitors; note: potency is the fitted concentration of half-maximal effect; nearly all actives have a fitted effect of over 60% in size
#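 AlphaScreen displacement: compounds (up to 110uM) incubated 30 min at room temperature with a preformed 50 nM BAZ2B/50 nM biotinylated H3K14Ac peptide complex in PBS pH 7.4 with Tween-20. Donor and acceptor beads at 10 ug/mL final added, 20 min light-protected before reading.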
# GLS inh = qHTS for Inhibitors of Glutaminase (GLS). 410,000 tested, 0.21% active. Potency, µM (top dose mostly 45.5 µM), without a hit: at the top dose activity change, negative = inhibition, actives largely listed as inhibitors. GLS enzymatic activity, qHTS titration. AID 624170, 2012. Glutaminase kidney isoform, mitochondrial (Homo sapiens), O94925; note: potency is the fitted concentration of half-maximal effect
# Target sequence (O94925 whole entry, looked up, canonical isoform): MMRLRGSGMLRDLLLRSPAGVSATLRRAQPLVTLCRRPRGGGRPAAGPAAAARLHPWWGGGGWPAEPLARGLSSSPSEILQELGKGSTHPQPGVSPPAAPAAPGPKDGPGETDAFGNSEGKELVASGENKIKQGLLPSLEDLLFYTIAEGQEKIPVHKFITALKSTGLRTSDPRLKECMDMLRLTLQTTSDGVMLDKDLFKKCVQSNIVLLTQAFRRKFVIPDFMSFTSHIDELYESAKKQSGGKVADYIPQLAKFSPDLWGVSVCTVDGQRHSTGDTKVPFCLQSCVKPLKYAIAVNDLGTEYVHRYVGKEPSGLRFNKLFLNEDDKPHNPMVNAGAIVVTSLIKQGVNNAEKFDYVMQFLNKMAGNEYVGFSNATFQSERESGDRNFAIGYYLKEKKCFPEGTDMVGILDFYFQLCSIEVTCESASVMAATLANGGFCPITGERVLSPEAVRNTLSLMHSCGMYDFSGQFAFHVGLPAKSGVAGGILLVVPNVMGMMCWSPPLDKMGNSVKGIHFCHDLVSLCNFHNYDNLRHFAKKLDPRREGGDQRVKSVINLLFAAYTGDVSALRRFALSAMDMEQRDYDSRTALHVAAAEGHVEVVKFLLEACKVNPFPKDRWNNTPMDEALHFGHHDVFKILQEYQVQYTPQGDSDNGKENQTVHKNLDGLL
#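 Compounds were pin-transferred onto hKGA, after which L-glutamine (1 mM solution) and a detection mix of glutamate oxidase, HRP and Amplex Red were added. Initial and 30 min RT fluorescence reads were collected.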
# G9a block = qHTS Assay for Inhibitors of Histone Lysine Methyltransferase G9a; Histone-lysine N-methyltransferase EHMT2 (Homo sapiens), Q96KQ7; G9a H3K9 monomethylation, AlphaScreen, 2 h; Potency, µM (highest dose often 102 µM), for the others: top-dose activity, negative = inhibition, hits mostly inhibitors; 350,000 tested, 8.8% active; note: potency is the fitted concentration of half-maximal effect; nearly all actives have a fitted effect of over 75% in size
#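 Using a bead-based AlphaScreen, monomethylated H3K9 product from 2 h room-temperature reactions (G9a 20 nM, peptide 500 nM, SAM 20 uM) was detected with 0.5 ug/mL rabbit anti-H3K9me1 antibody.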
# PI4K2A inh = qHTS for small molecular inhibitors of PI4K2A; 420,000 tested, 0.13% active; activity change, negative = inhibition, % at 76.9 µM; purified PI4K2A, ADP-Glo luminescence, 1 h; stronger effect = lower value; in the data active = activity change below about -50%; inconclusive = mostly about -30% to -49%;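 note: -100% = wells without enzyme as full effect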
# Target sequence (Q9BTU6 whole entry, looked up): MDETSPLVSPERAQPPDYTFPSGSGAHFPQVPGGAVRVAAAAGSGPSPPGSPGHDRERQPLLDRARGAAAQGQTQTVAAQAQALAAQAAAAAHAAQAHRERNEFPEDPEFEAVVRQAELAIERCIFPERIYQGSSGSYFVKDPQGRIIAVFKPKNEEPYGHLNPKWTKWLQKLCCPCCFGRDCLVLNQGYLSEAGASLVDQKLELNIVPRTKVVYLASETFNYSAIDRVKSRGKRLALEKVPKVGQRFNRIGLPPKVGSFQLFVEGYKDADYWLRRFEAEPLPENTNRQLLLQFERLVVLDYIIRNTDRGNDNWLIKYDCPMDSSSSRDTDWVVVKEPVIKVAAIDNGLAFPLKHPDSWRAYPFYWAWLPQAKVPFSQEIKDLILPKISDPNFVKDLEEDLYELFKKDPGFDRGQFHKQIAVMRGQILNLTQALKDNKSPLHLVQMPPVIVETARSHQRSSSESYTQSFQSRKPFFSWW
#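 PI4K2A activity was measured by ADP-Glo luminescence: enzyme (4 ug/mL stock) and phosphatidylinositol (1.2 mM stock) in Tris pH 7.5/MgCl2/EGTA/Triton X-100 buffer were reacted with ATP (300 microM stock) for one hour at ambient temperature.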
# JMJD2A Tudor = qHTS Assay for Inhibitors of JMJD2A-Tudor Domain. AlphaScreen JMJD2A-Tudor / H3K4me3 peptide binding. Potency, µM (series often up to 114 µM), for the others: at the highest dose activity change, negative = inhibition, most hits filed as inhibitors. 390,000 tested, 4.4% active; note: potency is the fitted concentration of half-maximal effect; nearly all actives have a fitted effect of over 50% in size
# * marks the source's active call; other numbers are inactive results; i = inactive; ? = inconclusive; / = no result given; & = joins results of further samples; [ ] = remark or other dose. Unless noted, calls come from the whole dose curve; as a rule, active = well fitted curve in the direction sought with a large enough effect; inconclusive = small, poorly fitted or top-dose-only effect, or another doubt; inactive = no such curve, though single readings can be large; an effect the other way counts as inactive or inconclusive. Unless noted, % is set by controls: 0 for no effect and ±100 for the full control effect.
# The opening 2 compounds, ahead of the listing:
SMILES,Pin1 inhibitor,BAZ2B inh,GLS inh,G9a block,PI4K2A inh,JMJD2A Tudor
O=c1[nH]c2ccccc2n1C1CCN(Cc2ccc(-c3nc4ccc(F)cc4nc3-c3ccccc3)cc2)CC1,/,/,-3.4%,/,1.2,/
CNCC(=O)c1ccc(O)c(O)c1,/,/,22.2%,/,-0.2,/

# All compounds of this part, from the start:
SMILES,Pin1 inhibitor,BAZ2B inh,GLS inh,G9a block,PI4K2A inh,JMJD2A Tudor
O=c1[nH]c2ccccc2n1C1CCN(Cc2ccc(-c3nc4ccc(F)cc4nc3-c3ccccc3)cc2)CC1,/,/,-3.4%,/,1.2,/
CNCC(=O)c1ccc(O)c(O)c1,/,/,22.2%,/,-0.2,/
COc1ccc(CN2Cc3cc(-c4ccc(OC)cc4)ccc3-n3nncc3C2)cc1,/,/,4.9%,/,1.4,/
Brc1ccc2c(c1)-n1nncc1CN(CC1CCCCC1)C2,/,/,17.0%,/,-4.7,/
CCN(CC)Cc1nccn1-c1ccc([N+](=O)[O-])cc1C(=O)c1ccccc1Cl,/,/,-5.3%,/,1.0,/
CCCN(CCC)CCc1c[nH]c2ccccc12,/,/,32.3%[99.4 µM],/,i,/
Clc1cccc(N2Cc3ccccc3-n3nncc3C2)c1,/,/,33.8%[activator],/,-5.7,/
Cc1nnc2n1-c1sc(CCC(=O)N3CCOCC3)cc1C(c1ccccc1Cl)=NC2,/,/,-11.2%&-14.6%,/,-2.0,/
COc1cccc(C(c2nnnn2-c2c(C)cccc2C)N2CCC(n3c(=O)[nH]c4ccccc43)CC2)c1OC (configuration not stated),/,/,-0.3%,/,-2.0,/
CCOP(=S)(OCC)O/N=C(\C#N)c1ccccc1,/,/,-1.0%,/,-2.9,/
O=C1NCN(c2ccccc2)C12CCN(C(c1nnnn1C1CCCCC1)C1CC1)CC2 (configuration not stated),/,/,-5.4%,/,0.5,/
O=C1c2ccccc2-n2nncc2C2c3cc(Br)ccc3CCN12 (configuration not stated),/,/,1.9%,/,-1.5,/
O=C1NCN(c2ccccc2)C12CCN(C(CCc1ccccc1)c1nnnn1C1CCCC1)CC2 (configuration not stated),/,/,-12.0%,/,1.8,/
CC(C)Oc1cccc(NC(=O)c2ccccc2C(F)(F)F)c1,/,/,-7.9%[99.4 µM],/,i,/
Cc1ccc(S(=O)(=O)N2Cc3cc(-c4cccc(F)c4)ccc3-n3nncc3C2)cc1,/,/,-0.7%,/,-2.9,/
COc1ccc(-n2nnnc2C(C2CC2)N2CCC(n3c(=O)[nH]c4ccccc43)CC2)cc1 (configuration not stated),/,/,4.3%,/,0.3,/
CCCCCN1C(=O)c2ccccc2[C@@]2(C(=O)OCC)Cc3cc(Cl)ccc3[C@@H]12,/,/,-2.4%,/,-0.3,/
Cc1cccc2nc(-c3ccccc3)c(-c3ccc(CN4CCC(n5c(=O)[nH]c6ccccc65)CC4)cc3)nc12,/,/,-10.0%,/,2.6,/
c1ccc(-c2ccc3c(c2)CNCc2cnnn2-3)cc1,/,/,11.3%,/,0.8,/
c1cc2c(cc1-c1ccc3c(c1)OCO3)CNCc1cnnn1-2,/,/,8.7%,/,-2.5,/

# Part of the list above in order of heavy-atom count, smallest number first:
SMILES,Pin1 inhibitor,BAZ2B inh,GLS inh,G9a block,PI4K2A inh,JMJD2A Tudor
c1cc2c(cc1-c1ccc3c(c1)OCO3)CNCc1cnnn1-2,/,/,8.7%,/,-2.5,/
O=C1c2ccccc2-n2nncc2C2c3cc(Br)ccc3CCN12 (configuration not stated),/,/,1.9%,/,-1.5,/
CCCCCN1C(=O)c2ccccc2[C@@]2(C(=O)OCC)Cc3cc(Cl)ccc3[C@@H]12,/,/,-2.4%,/,-0.3,/
Cc1ccc(S(=O)(=O)N2Cc3cc(-c4cccc(F)c4)ccc3-n3nncc3C2)cc1,/,/,-0.7%,/,-2.9,/
O=C1NCN(c2ccccc2)C12CCN(C(c1nnnn1C1CCCCC1)C1CC1)CC2 (configuration not stated),/,/,-5.4%,/,0.5,/
COc1ccc(-n2nnnc2C(C2CC2)N2CCC(n3c(=O)[nH]c4ccccc43)CC2)cc1 (configuration not stated),/,/,4.3%,/,0.3,/
Cc1cccc2nc(-c3ccccc3)c(-c3ccc(CN4CCC(n5c(=O)[nH]c6ccccc65)CC4)cc3)nc12,/,/,-10.0%,/,2.6,/

# Further entries:
SMILES,Pin1 inhibitor,BAZ2B inh,GLS inh,G9a block,PI4K2A inh,JMJD2A Tudor
NC(Cc1ccc(F)cc1)c1csc(Nc2ccccn2)n1 (configuration not stated),/,/,-3.0%,/,2.1,/
CC(O)CN1CCN(CC(=O)[O-])CCN(CC(=O)[O-])CCN(CC(=O)[O-])CC1.[Gd+3] (configuration not stated),/,/,-0.1%&-13.6%,/,3.3,/
CCOC(=O)[C@]12Cc3ccc(C)cc3[C@H]1N(C1CCCCC1)C(=O)c1ccccc12,/,/,65.8%[activator],/,17.0,/
COCCOCCO,/,/,-7.0%[99.4 µM],/,i,/
CSCCC(c1nnnn1C1CCCCC1)N1CCC(n2c(=O)[nH]c3ccccc32)CC1 (configuration not stated),/,/,2.4%,/,-6.6,/
C[C@H]1COc2cc(N3CCN(C)CC3)ccc2S(=O)(=O)N1,/,/,14.2%,/,-6.2,/
COc1ccc(-n2nnnc2C(CCSC)N2CCC(n3c(=O)[nH]c4ccccc43)CC2)cc1 (configuration not stated),/,/,6.5%,/,0.4,/
CCOC(=O)[C@]12Cc3c(cc(OC)c(OC)c3OC)[C@H]1N(C(C)C)C(=O)c1cc(OC)ccc12,/,/,-3.6%,/,11.8,/
CCOC(=O)[C@]12Cc3ccccc3[C@H]1N(C1CCCCC1)C(=O)c1cc(OC)ccc12,/,/,34.9%[activator],/,14.8,/
Cc1cccc(C)c1-n1nnnc1C(C1CC1)N1CCC(n2c(=O)[nH]c3ccccc32)CC1 (configuration not stated),/,/,27.0%,/,-2.0,/
O=c1[nH]c2ccccc2n1C1CCN(C(CCc2ccccc2)c2nnnn2C2CCCCC2)CC1 (configuration not stated),/,/,8.3%,/,-1.9,/
CCCCCN1C(=O)c2cc(OC)ccc2[C@@]2(C(=O)OCC)Cc3cc(Cl)ccc3[C@@H]12,/,/,57.1%[activator],/,18.1,/
CCOC(=O)[C@]12Cc3cc(Cl)ccc3[C@H]1N(C1CCCCC1)C(=O)c1cc(OC)ccc12,/,/,-28.1%,/,17.4,/
Nc1cccc2c(N)cccc12,/,/,54.0%[activator][99.4 µM],/,i,/
NC(Cc1ccc(F)cc1)c1csc(Nc2cnccn2)n1 (configuration not stated),/,/,16.9%,/,-1.2,/
CCCN(CCC)c1c([N+](=O)[O-])cc(S(N)(=O)=O)cc1[N+](=O)[O-],/,/,-1.7%[99.4 µM],/,i,/
S=C(NCCc1ccccc1)N1Cc2cc(N3CCCCC3)ccc2-n2nncc2C1,/,/,10.6%,/,0.4,/
Fc1ccc(N2Cc3ccccc3-n3nncc3C2)cc1,/,/,33.9%,/,-3.7,/
CCOC(=O)[C@]12Cc3c(cc(OC)c(OC)c3OC)[C@H]1N(C)C(=O)c1cc(OC)ccc12,/,/,?,/,16.3,/
CCOC(=O)[C@]12Cc3cc4ccccc4cc3[C@H]1N(Cc1ccccc1)C(=O)c1ccccc12,/,/,31.0%[activator],/,0.2,/
Cc1nc2ccccc2c(=O)n1-c1nccs1,/,/,0.2%,/,-2.9,/
Cc1ccccc1OP(=O)(Oc1ccccc1C)N1CCOCC1,/,/,-2.6%,/,3.7,/
CO[C@H]1C=CCCC=CC(=O)O[C@H]([C@H](C)C(=O)CCCC2CC(=O)NC(=O)C2)C(C)=C[C@@H](C)[C@@H]1O,/,/,-9.8%,/,-3.4,/
CCCCn1nnnc1C(CC)N1CCC2(CC1)C(=O)NCN2c1ccccc1 (configuration not stated),/,/,8.9%,/,-0.3,/
COC(=O)[C@@]1(Sc2ccc(C)cc2)CC(=O)N(P(=O)(OC)OC)[C@@H]1c1ccccc1,/,/,-4.0%,/,-1.0,/
Cc1cc(Br)cn2c(CC(=O)N3CCCCC3)c(-c3ccc(F)cc3)nc12,/,/,5.5%,/,-4.7,/
S=C(SSC(=S)N1CCCCC1)N1CCCCC1,/,/,12.6%,/,0.8,/
CCOC(=O)[C@]12Cc3cc(C)ccc3[C@H]1N(Cc1ccccc1)C(=O)c1cc(OC)ccc12,/,/,17.4%,/,-5.2,/
CCOC(=O)[C@]12Cc3cc(Cl)ccc3[C@H]1N(C)C(=O)c1cc(OC)ccc12,/,/,?,/,13.6,/
O=S(=O)(c1cc(Cl)cc(Cl)c1)N1Cc2cc(-c3cccc(F)c3)ccc2-n2nncc2C1,/,/,-1.2%,/,-0.8,/
O=c1[nH]c2ccccc2n1C1CCN(C(c2ccccc2OC(F)(F)F)c2nnnn2-c2ccc3c(c2)OCCO3)CC1 (configuration not stated),/,/,6.8%,/,0.1,/
CCOC(=O)[C@]12Cc3cc(Cl)ccc3[C@H]1N(Cc1ccccc1)C(=O)c1cc(OC)ccc12,/,/,53.4%[activator],/,-0.6,/
O=C1NCN(c2ccccc2)C12CCN(C(c1cccs1)c1nnnn1C1CCCCC1)CC2 (configuration not stated),/,/,8.2%,/,-4.9,/
COc1ccc(-c2ccc3c(c2)CN(C(=S)NCCc2ccccc2)Cc2cnnn2-3)cc1,/,/,-6.4%,/,-0.3,/
COc1cc(CC(C)N)c(OC)cc1Br (configuration not stated),/,/,4.4%,/,i,/
O=[N+]([O-])c1cc([N+](=O)[O-])c2ccccc2c1,/,/,2.4%[99.4 µM],/,i,/
O=C1NCN(c2ccccc2)C12CCN(C(c1cc3ccccc3o1)c1nnnn1Cc1ccccc1)CC2 (configuration not stated),/,/,-5.6%,/,-2.2,/
O=C1NCN(c2ccccc2)C12CCN(C(c1cccc3ccccc13)c1nnnn1-c1ccc3c(c1)OCCO3)CC2 (configuration not stated),/,/,5.3%,/,-1.2,/
O=C(CCc1ccccc1)N1Cc2cc(-c3ccccc3)ccc2-n2nncc2C1,/,/,2.3%,/,0.3,/
CC[C@@H](C(N)=O)N1CCCC1=O,/,2.0%,/,-2.5%&33.1%[59 µM],4.0,/
O=C1OC(=O)C2C3CCC(O3)C12 (configuration not stated),/,-4.5%,/,-1.8%[59 µM],4.5,/
Cc1c(P(=S)(c2ccccc2)c2ccccc2)c2ccccc2n1C,0.3%,/,/,/,-0.3,-16.3%
O=P(O)(O)C(Cl)(Cl)P(=O)(O)O,/,/,0.1%,-9.5%&58.6%[12.7 µM],-1.0,/
Clc1ccc(CO/N=C(\Cn2ccnc2)c2ccc(Cl)cc2Cl)c(Cl)c1,/,/,-1.0%,-33.9%[2.33 µM],-2.2,/
C#C[C@]1(O)CC[C@H]2[C@@H]3CCC4=CC(=O)CCC4=C3C=C[C@@]21CC,/,/,-2.3%,-34.5%[12.7 µM],-4.5,/
CN1C(=O)[C@@H](NC(=O)c2cc3ccccc3[nH]2)N=C(c2ccccc2)c2ccccc21,/,/,5.5%,5.2%[59 µM],1.2,/
CC(O)CN(CCN(CC(C)O)CC(C)O)CC(C)O (configuration not stated),/,/,31.9%[activator],8.2%[12.7 µM],0.5,/
Oc1ccccc1-c1ccccc1,/,/,-7.1%,20.7%[59 µM],-5.3,/
Cc1cccc(C)c1NC(=O)CN1CCCC1=O,/,/,20.7%,-15.5%[59 µM],-2.9&0.2,/
Cc1cc(O)ccc1Cl,/,/,-0.6%,-38.0%[2.33 µM],2.3,/

# Screens from PubChem.

# Only part of the results is shown; the hit share may differ from the screen's.
